TDP1 cell CPT = qHTS for Inhibitors of human tyrosyl-DNA phosphodiesterase 1 (TDP1): qHTS in cells in presence of CPT. chicken DT40 Tdp1-/-;hTDP1 cells + 20 nM CPT, ATP luminescence, 48 h. Potency, µM (top dose mostly 46.2 µM), for the others: top-dose activity change, negative = growth inhibition, hits mostly inhibitors. 12% of 420,000 active; note: nearly all actives have a fitted effect of over 55% in size
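Cell growth measured by CellTiter-Glo luminescence after a minimum 48 h, 37 C compound exposure with 20 nM CPT in Tdp1-knockout DT40 cells stably expressing hTDP1, seeded 400/well; qHTS titration format.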
FEN1 inhibitor = qHTS Assay for the Inhibitors of Human Flap endonuclease 1 (FEN1). P39748. Recombinant FEN1 flap cleavage, fluorescence, 15 min. Potency, µM (top dose mostly 114 µM), without a hit: at the top dose activity change, negative = inhibition, most hits filed as inhibitors. 0.35% of 390,000 active; note: nearly all actives have a fitted effect of over 65% in size
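Enzyme 10 nM, 15 min RT preincubation with compound; start with substrate 50 nM final; reads at 0 and 15 min; qHTS titration, four-parameter Hill fit.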
GCN5L2 inh = qHTS Assay for Inhibitors of GCN5L2 | AID 504327, 2011 | Histone acetyltransferase KAT2A (Homo sapiens), Q92830 | 0.21% of 390,000 active | Potency, µM (series often up to 58.9 µM), inactives show top-dose activity change, negative = inhibition, actives largely listed as inhibitors | GCN5L2 HAT assay, ThioGlo1 CoA-SH fluorescence
Target sequence (Q92830 whole entry, looked up): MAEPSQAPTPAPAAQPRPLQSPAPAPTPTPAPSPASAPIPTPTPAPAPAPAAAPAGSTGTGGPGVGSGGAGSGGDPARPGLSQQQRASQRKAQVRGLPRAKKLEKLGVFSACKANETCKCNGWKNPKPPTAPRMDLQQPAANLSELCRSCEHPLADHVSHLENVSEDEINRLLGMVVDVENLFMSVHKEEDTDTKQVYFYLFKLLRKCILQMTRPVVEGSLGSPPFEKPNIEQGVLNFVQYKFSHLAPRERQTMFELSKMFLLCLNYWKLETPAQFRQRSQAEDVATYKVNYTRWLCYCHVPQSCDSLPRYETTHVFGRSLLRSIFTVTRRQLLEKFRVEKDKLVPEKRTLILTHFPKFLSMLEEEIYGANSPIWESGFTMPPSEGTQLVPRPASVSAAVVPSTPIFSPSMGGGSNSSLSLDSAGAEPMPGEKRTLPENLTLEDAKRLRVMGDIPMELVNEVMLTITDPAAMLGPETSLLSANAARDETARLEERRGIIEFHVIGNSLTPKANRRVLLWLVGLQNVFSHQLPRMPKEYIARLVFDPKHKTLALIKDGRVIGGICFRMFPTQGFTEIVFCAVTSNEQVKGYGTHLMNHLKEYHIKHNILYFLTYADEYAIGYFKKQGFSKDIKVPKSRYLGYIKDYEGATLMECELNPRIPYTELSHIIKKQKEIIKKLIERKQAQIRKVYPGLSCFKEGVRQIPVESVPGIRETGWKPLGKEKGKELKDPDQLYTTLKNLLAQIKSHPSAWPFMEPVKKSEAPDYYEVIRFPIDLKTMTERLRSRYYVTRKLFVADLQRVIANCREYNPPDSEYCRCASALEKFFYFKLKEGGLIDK
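Fluorescence readout, Ex340nm/Em540nm: ThioGlo1 (50uM final) reacts with free CoA thiol released as 20nM GCN5L2 acetylates H3(1-25) peptide (75uM) using acetyl-CoA (70uM). Compound and enzyme sat 15 min beforehand; 20 min room-temperature reaction.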
* = called active by the depositor; ? = inconclusive; . = no result given. Calls come from the whole dose curve; as a rule, active = well fitted curve in the direction sought with a large enough effect; inconclusive = small, poorly fitted or top-dose-only effect, or another doubt; inactive = no such curve, though single readings can be large; an effect the other way counts as inactive or inconclusive. % is set by controls: 0 for no effect and ±100 for the full control effect; potency is the fitted concentration of half-maximal effect. A portion of the library, so the mix of outcomes need not match the whole.

Results follow in this order: TDP1 cell CPT	GCN5L2 inh	FEN1 inhibitor
> COc1ccc(N(CC(=O)NCc2ccc3c(c2)OCO3)S(=O)(=O)c2ccc(O)c(C(=O)O)c2)cc1
  1%	.	1%
> CCCCCNC(=O)[C@@H]1CSC2c3ccccc3C(=O)N21 (stereo partly specified)
  1%	-26%	3%
> Cc1nn(-c2cccc(C(F)(F)F)c2)c(=O)c2ccccc12
  -5%	?	1%
> O=C(O)c1ccc(-n2nnnc2SCc2ccccc2Br)cc1
  5%	2%	-2%
> OCCNCCCCOc1ccc(F)cc1
  -27%	-1%	0%
> C=CCn1c(SCCN2CCOCC2)nc2c1c(=O)[nH]c(=O)n2C
  -10%	-17%	-7%
> COc1cccc(CNC(=O)c2ccc3c(c2)nc2n3CCOC2)c1OC
  6%	-2%	3%
> Cc1nc2ccc(C(=O)N3c4ccccc4CC3C)cc2s1 (stereo unspecified)
  23µM*	-2%	-12%
> Cc1ccc(-c2cc(C(F)F)n3ncc(C(=O)N4CCN5CCCC5C4)c3n2)cc1 (stereo unspecified)
  15µM*	-2%	-3%
> Cc1ccc(NC(=O)COC(=O)Cn2cnc3ccccc32)cc1S(=O)(=O)N(C)C
  -7%	1%	-2%
> Cc1nnc(N2C(=O)C(=O)/C(=C(\O)c3ccc4c(c3)CC(C)O4)C2c2ccccc2)s1 (stereo unspecified)
  -3%	4%	6%
> Cc1nc(N2CCN(Cc3ccc(Cl)cc3)CC2)c2oc3ccccc3c2n1
  23µM*	-6%	-4%
> O=C(Cc1ccccc1[N+](=O)[O-])N1CCN(S(=O)(=O)c2ccccc2)CC1
  -11%	-13%	-1%
> COc1ccc(C(=O)Nc2c(O)ccc3ccccc23)cc1OC
  -16%	.	2%
> COc1cc(/C=C2/C(=O)ON=C2C)ccc1OCc1ccccc1F
  12µM*	-8%	-4%
> Cc1ccccc1CSc1cn(CC(=O)N2CCCCC2)c2ccccc12
  13µM*	-17%	5%
> O=C(NCCc1ccccc1)c1cc(-c2ccc(Br)cc2)on1
  -8%	-2%	-4%
> CC(=O)c1ccc(N2CCN(C(=O)Cc3ccccc3)CC2)c(F)c1
  ?	-26%	1%
> CCC(=O)N1c2ccccc2CC1C(=O)NCCCN1CCN(c2ccc(F)cc2)CC1 (stereo unspecified)
  ?	19%	1%
> COc1ccccc1N1CCN(C(=O)COc2ccc(C)cc2Br)CC1
  -16%	3%	-21%
> COc1cc2c(cc1OC)-c1cc(NC3CCCC3)nc(=O)n1CC2
  -28%	-8%	-16%
> O=C(CSc1ccccn1)N1CCNC1=O
  26%	1%	6%
> CC1Cc2ccccc2N1S(=O)(=O)c1cccc(C(=O)NCC(c2ccco2)N2CCCC2)c1 (stereo unspecified)
  ?	0%	-3%
> Cc1sc2ncnc(N3CCCC(C)C3)c2c1C (stereo unspecified)
  ?	-3%	-5%
> Cc1cccc(OCC(=O)Nc2ccc(N3CCN(C(=O)c4ccccc4)CC3)cc2)c1C
  ?	?	-1%
> CCOc1ccccc1C1C(C#N)=C(N)N(N(C)C)C2=C1C(=O)CCC2 (stereo unspecified)
  20%	-5%	5%
> CCC(CC)c1nnc(NC(=O)c2ccc(N3CCCC3=O)cc2)s1
  ?	-6%	0%
> COc1cccc(CNC(=O)c2cccnc2Sc2ccc(Cl)cc2)c1
  -13%	-4%	-8%
> CN(C)c1ccc(/C=C2/CCc3ccccc32)cc1
  14µM*	.	5%
> CC(C)c1ccc(NC(=O)c2cccc3c2C(=O)N(C2CCCCC2)C3)cc1
  2%	-12%	-17%
> COc1ccc(-c2noc(-c3ccc(NCCc4ccccc4)c([N+](=O)[O-])c3)n2)cc1OC
  -18%	-6%	-5%
> COc1cccc(NC(=O)CN(C)C(C)C(=O)N2CCCCC2)c1 (stereo unspecified)
  -25%	-2%	13%
> Cc1ccc(S(=O)(=O)CCc2nnc(N)s2)cc1C
  -3%	-5%	3%
> c1ccc(C(c2nnnn2Cc2ccco2)N2CCN(C3CCCC3)CC2)cc1 (stereo unspecified)
  1%	-3%	9%
> Cc1cccc2cc(CN(CC3CCCO3)C(=O)c3ccco3)c(=O)[nH]c12 (stereo unspecified)
  1%	-2%	1%
> Cc1ccc(Cn2c(C)c(CNCCCc3ccccc3)c(C(=O)O)c2C)cc1
  ?	-1%	-3%
> COC(=O)c1ccc(-n2c(/C=C\c3cccc(Br)c3)nc3ccccc3c2=O)cc1
  5.2µM*	-6%	3%
> CCN(CC)CCN(C(=O)c1ccc2c(c1)OCCO2)c1nc2cc(C)cc(C)c2s1
  15µM*	-4%	-21%
> Cc1ccc(NC(=O)COC(=O)CN2CSCC2=O)cc1C
  -15%	-1%	-7%
> COc1ccc(N(CC(=O)NC2CCCCCC2)S(=O)(=O)c2ccccc2)cc1Cl
  ?	-1%	1%
> O=C(Nc1ccc(Cl)cn1)c1cc2c(s1)-c1ccccc1OC2
  -22%	-16%	-17%
> O=C(N/N=C/C(Cl)=C/c1ccccc1)c1cnccn1
  16µM*	-6%	4%
> COc1cc2ccccc2cc1C(=O)Nc1nnc(-c2ccncc2)o1
  -10%	-3%	1%
> CCOc1ccccc1CNC(=O)Cn1nc(C)c2c(C)n(-c3ccc(C)cc3)nc2c1=O
  ?	-30%	?
> Cc1cc(NC(=O)C(C)SCC(=O)N(C)Cc2c(F)cccc2Cl)no1 (stereo unspecified)
  ?	0%	10%

Record cards, as listed above. Values in the order: TDP1 cell CPT	GCN5L2 inh	FEN1 inhibitor
`COc1ccc(N(CC(=O)NC2CCCCCC2)S(=O)(=O)c2ccccc2)cc1Cl` as listed: ?	-1%	1%
`COc1cccc(NC(=O)CN(C)C(C)C(=O)N2CCCCC2)c1` (stereo unspecified) as listed: -25%	-2%	13%
`COC(=O)c1ccc(-n2c(/C=C\c3cccc(Br)c3)nc3ccccc3c2=O)cc1` as listed: 5.2µM*	-6%	3%

(next part)
Results follow in this order: TDP1 cell CPT	GCN5L2 inh	FEN1 inhibitor
> CC(C)NC(=O)NCCCCCCS(C)=O (stereo unspecified)
  1%	1%	-5%
> CSc1nnc(-c2cc(Br)ccc2N=Cc2c(C)[nH]n(-c3ccccc3)c2=O)c(=O)[nH]1
  1%	-15%	-8%
> CNC(=O)CN(c1ccc(F)cc1)S(=O)(=O)c1cc(C)ccc1OC
  -18%	0%	-13%
> CC1C(c2ccccc2)N(C)C(c2ccccc2)C(C)C1(O)C#Cc1ccccc1 (stereo unspecified)
  9.2µM*	?	-10%
> CC(=O)Nc1ccc(S(=O)(=O)NCCC(=O)OCC(=O)c2ccc(F)c(F)c2)cc1
  -10%	-3%	4%
> CSCCC(NC(=O)COc1ccccc1)C(=O)N(C)CC(=O)Nc1c(C)cccc1C (stereo unspecified)
  -5%	1%	13%
> CCOc1cc(N2CCOCC2)c(OCC)cc1NC(=O)c1ccc(S(C)(=O)=O)cc1
  -2%	-1%	2%
> Cc1ccc(C(=O)Nc2nnc(CC(=O)N/N=C/c3ccncc3)s2)cc1
  -29%	-4%	5%
> O=C(CN1C(=O)C2CC=CCC2C1=O)OCCN1C(=O)c2ccccc2C1=O (stereo unspecified)
  -5%	2%	2%
> Cc1cccc(CN2C(=O)c3ccccc3S(=O)(=O)c3ccc(C(=O)OCC4CCCO4)cc32)c1 (stereo unspecified)
  -12%	-16%	14%
> Cc1cccc(NC(=O)N2CCN(C(=O)c3nsc4ccccc34)CC2)c1C
  -3%	-14%	-5%
> COc1ccc(N2CCN(Cc3cc(=O)oc4cc5c(cc34)CCCC5)CC2)cc1
  21µM*	3%	4%
> O=C(Nc1ccc(Cl)cc1C(=O)NCC1CCCO1)c1ccco1 (stereo unspecified)
  1%	.	9%
> CCS(=O)(=O)Nc1ccc2[nH]c(=O)[nH]c2c1
  5%	0%	-1%
> COC(=O)[C@@H]1CCCN1Cc1nc(Cc2ccc(OC)c(OC)c2)no1
  -3%	-3%	-1%

Quoted from the listing:
Reading for `O=C(CN1C(=O)C2CC=CCC2C1=O)OCCN1C(=O)c2ccccc2C1=O` (stereo unspecified) in GCN5L2 inh: 2%
Reading for `Cc1cccc(NC(=O)N2CCN(C(=O)c3nsc4ccccc34)CC2)c1C` in TDP1 cell CPT: -3%
Reading for `CSCCC(NC(=O)COc1ccccc1)C(=O)N(C)CC(=O)Nc1c(C)cccc1C` (stereo unspecified) in FEN1 inhibitor: 13%

Going on with the list:
Results follow in this order: TDP1 cell CPT	GCN5L2 inh	FEN1 inhibitor
> COc1ccccc1NC(=O)CSc1oc(-c2ccc(F)cc2)nc1S(=O)(=O)c1ccc(Br)cc1
  21µM*	-2%	17%
> CN(C(=O)COC(=O)c1cccc(NS(=O)(=O)c2ccc(F)c(F)c2)c1)C1CCS(=O)(=O)C1 (stereo unspecified)
  -6%	-16%	18%
> COc1ccc2cc(/C=N/NC(=O)CN(c3ccccc3C)S(=O)(=O)c3ccccc3)c(Cl)nc2c1
  2.9µM*	3%	-4%
> O=[N+]([O-])c1ccc(O)c(NC(=S)Nc2ccccc2)c1
  -22%	0%	-8%
> CCOC(=O)c1c(-c2ccccc2)csc1NC(=O)c1ccc(S(=O)(=O)N2CC(C)OC(C)C2)cc1 (stereo unspecified)
  -15%	1%	-14%
> Cc1ccc(S(=O)(=O)N2CCOCC2)s1
  -4%	-1%	-15%
> COc1ccc(N2CCN(c3ccc4nnc(CCC(=O)Nc5ccc(C)cc5)n4n3)CC2)cc1
  ?	-7%	-17%
> CN1C(=O)/C(=C/c2cccc(Cl)c2)Sc2ccc(C(=O)N3CCOCC3)cc21
  ?	-5%	?
> COc1ccc(CNC(=O)Cc2csc3nc(-c4ccc(C)cc4)cn23)cc1
  -24%	?	12%
> CC(=O)Nc1nonc1-c1nnc(SCC(=O)Nc2cc(C)ccc2C)n1-c1ccccc1
  ?	-5%	12%
> O=C(NCc1ccco1)c1ccc2c(c1)N(Cc1ccccc1)C(=O)CS2=O (stereo unspecified)
  -27%	-1%	19%
> CCN(CC)c1ccc(NC(=O)OC)cc1
  -11%	1%	-2%
> CCOC(=O)c1c(C)c(-c2ccccc2)n(CC(=O)NC(CC)Cc2ccccc2)c1C (stereo unspecified)
  ?	-1%	-3%
> COc1ccccc1NC(=O)N1CCN(c2ccc3nncn3n2)CC1
  -4%	-2%	15%
> Cc1ccc(NC(=O)CNc2cccc(Br)c2)cc1S(=O)(=O)N1CCOCC1
  ?	-7%	?
> COc1cccc(NC(=O)CSc2nc3c(oc4ccccc43)c(=O)n2Cc2ccco2)c1
  9.2µM*	0%	-3%
> CC(C)(C)NC(=O)CCN(/N=C/c1ccccc1F)C1=NS(=O)(=O)c2ccccc21
  ?	-3%	-15%
> COc1ccccc1N1CCN(Cc2cc(=O)c(OCC(=O)Nc3ccccc3)co2)CC1
  ?	-5%	2%
> Cc1ccc(-c2[nH]c3ccccc3c2SCCNC(=O)c2cc3ccccc3oc2=O)cc1
  ?	-8%	-14%
> Cc1ccc(Cl)cc1NC(=O)Cn1c(=O)oc2cc(S(=O)(=O)N3CCCC3)ccc21
  23µM*	-11%	-2%
> Cc1c(OC(C)C(=O)NCCCn2ccnc2)ccc2c3c(c(=O)oc12)CCC3 (stereo unspecified)
  -24%	-13%	-22%
> CN(C)CC(C)(C)CN=Cc1c(O)[nH]c2ccccc12
  5%	-6%	-9%
> COc1ccc(NC(C)=O)cc1S(=O)(=O)N1CC=C(c2ccccc2)CC1
  0%	-2%	14%
> O=[N+]([O-])c1ccc(S(=O)(=O)Nc2ccccn2)cc1
  3%	2%	4%
> COc1ccc(CC(=O)Nc2ccccc2NC(=O)Cc2ccc(OC)cc2)cc1
  -1%	4%	2%
> NC(=O)C1CCN(C(=O)CCNS(=O)(=O)c2ccccc2F)CC1
  6%	-4%	-11%
> Cn1c(=O)[nH]c2nnc(-c3ccc(Cl)c(Cl)c3)nc2c1=O
  -9%	2%	?
> O=C(CN1CCOCC1)NC1C2CC3CC(C2)CC1C3 (stereo unspecified)
  -18%	2%	-1%
> COc1ccc(NC(=O)CSc2nc3c([nH]c4ccccc43)c(=O)n2-c2ccccc2)c(OC)c1
  -27%	-5%	12%
> CCN(CC)Cc1nc2c(c(=O)[nH]1)C1(CCCCC1)Cc1ccccc1-2
  21µM*	0%	-16%
> O=C(O)c1cccc(S(=O)(=O)N2CCc3ccccc3C2)c1
  -2%	-4%	2%
> COc1ccc(OCC(=O)Nc2cccc(S(=O)(=O)N(C)c3ccccc3)c2)c([N+](=O)[O-])c1
  ?	-4%	-3%
